SUMO Mot1 rescue – blocks SUMOylation pathway, rescuing yeast Mot1-301 growth; growth rescue, % at 18.8 µM; S. cerevisiae Mot1-301 growth rescue, ATP luminescence, 38.5C; percent above DMSO median, 100 means doubled; AID 2716; actives 1% (n = 320,000);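 active = every valid replicate shows activation above 250% relative to neutral control wells; inactive = the rest, any valid replicate at or below 250%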;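 also: OY570 slx delta 5 strain wells were the positive control but not used for scaling; some compounds called inactive have numbers as strong as hits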
dFosB activator – activators of mouse delta FosB homodimer. P13346. activation, % at 25 µM. purified delta FosB, TAMRA-CDK5 oligo fluorescence polarization; percent of positive-control signal above neutral wells. AID 493131. actives 0.99% (n = 340,000);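 active = mean activation above about 17%, with every replicate also reaching it, limit read from the data, passing the limit was not always enough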;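 also: fluorescence polarization rise as delta FosB binds a TAMRA Cdk5 AP-1 oligo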
PKA-R2B activ – activates the human PKA-R2B holoenzyme complex. PKA-R2B holoenzyme dissociation, Cy5-IP20 fluorescence polarization; R2B truncated from residue 108, S112A mutant; 0% DMSO only, 100% 113 µM cGMP. activation, % at 11.4 µM. actives 0.079% (n = 340,000). AID 504700;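 active = activation above a cutoff set at the mean over all compounds plus 3 SD, cut at about 18% in these data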;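 also: higher means more holoenzyme dissociation and a rise in polarization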
Target sequence (P31323 whole entry, looked up, other chains not shown, the tested form may be a part): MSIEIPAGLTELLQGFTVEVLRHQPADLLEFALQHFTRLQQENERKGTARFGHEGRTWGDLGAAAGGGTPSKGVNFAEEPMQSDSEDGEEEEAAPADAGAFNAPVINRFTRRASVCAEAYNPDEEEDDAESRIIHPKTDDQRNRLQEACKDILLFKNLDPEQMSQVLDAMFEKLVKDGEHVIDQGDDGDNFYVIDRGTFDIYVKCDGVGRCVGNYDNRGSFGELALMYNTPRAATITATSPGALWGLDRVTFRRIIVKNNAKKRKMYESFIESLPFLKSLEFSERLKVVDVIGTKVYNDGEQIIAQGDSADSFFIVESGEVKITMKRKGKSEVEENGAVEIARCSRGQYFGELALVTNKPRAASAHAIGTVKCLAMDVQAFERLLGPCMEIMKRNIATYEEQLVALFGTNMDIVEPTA
SR-BI DiI-HDL act – activators of SR-BI mediated HDL lipid uptake; CHO ldlA[mSR-BI] cells, DiI-HDL uptake fluorescence, 3 h; 100 = double the neutral-control signal; activation, % at 12.5 µM; AID 504775; actives 0.096% (n = 320,000);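 active = mean replicate activation of at least 60% and every replicate at or above 60%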;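 also: 0% = median plate neutral-control signal and 100% = twice that signal; values of inactives mirror those of a sister screen read the other way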
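system = CHO ldlA[mSR-BI] cells, LDL receptor-null, SR-BI overexpressing | medium = Ham's F12 with 0.5% BSA, HEPES 25 mM, pH 7.4 | probe or stimulus = DiI-HDL 10 µg/mL | compound dosing = single-point compound dose | incubation = compound exposure 3 h, 37 °C | technique = DiI fluorescence, bottom read | read-out = cell-associated DiI fluorescence as measure of HDL uptake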
MITF TRPM1 HTS – MITF TRPM1 promoter activation in melanoma cells; SK-MEL-5 TRPM1-promoter luciferase, 24 h; % of positive control, neutral wells = 0; activation, % at 12.5 µM; actives 0.75% (n = 300,000); AID 588334;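 active = mean activation of at least 80% with every replicate also reaching 80%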;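 also: 0% = neutral control wells and 100% = parthenolide positive control wells; values of inactives mirror those of a sister screen read the other way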
DSG3 Ab inh – inhibitors of pemphigus antibody binding to human desmoglein-3; DSG3-coupled beads, scFv-anti-DSG3-GFP binding, flow cytometry; hits give low values; binding (percent of control), % at 10 µM; actives 0.48% (n = 310,000); P32926;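 active = binding more than 3 SD below its plate's average and above zero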;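 also: hits lower antibody fragment binding to DSG3; some compounds called inactive have numbers as strong as hits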
NSD2 HMT inh – blocks human histone methyltransferase NSD2; NSD2 peptide methylation, AlphaScreen, 120 min; O96028; actives 0.54% (n = 310,000); inhibition, % at 12.5 µM; in the data active = inhibition above about 50%
PKA-R1A activ – activators of PKA-R1A complex | P00514+P68181 | PKA-R1A dissociation, Cy5-IP20 fluorescence polarization; scaled: DMSO 0%, 113 µM cGMP 100% | activation, % at 11.4 µM | actives 0.083% (n = 340,000) | AID 504707;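 active = percent activation above the mean of all tested compounds plus 3 SD, cut at about 19% in these data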;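 also: higher means more PKAc released from R1A so a rise in polarization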
CDK5 inh – inhibitors of human CDK5/p35 kinase; Q00535+Q15078; Recombinant CDK5/p35, ADP-Glo luminescence, 60 min; inhibition, % at 10 µM; actives 0.01% (n = 330,000); AID 488839;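 active = highest replicate inhibition of at least 50% and at least 75% of replicates reaching 50%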;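 also: plate controls were DMSO neutral control for no effect and GW8510 at 10 µM for full effect; many of its hits are not listed in these tables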
Arrestin-AP2 inh – blocks beta-arrestin peptide binding to AP2 adaptin | inhibition, % at 10 µM | FITC-arrestin peptide / GST-AP2 beads, flow cytometry; AP2 beta2 appendage carries R879A mutation | actives 0.31% (n = 340,000);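 active = inhibition above a set limit, near 3 SD of compounds lacking own fluorescence, cut at about 54% in these data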;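 also: plate controls were DMSO wells for no effect and 5 µM unlabelled arrestin peptide for full effect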
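System: GST-AP2 R879A bound to glutathione beads, E. coli-expressed. Also added: 50 nM FITC-arrestin peptide. Schedule: compound with beads 12 min RT, then probe 1 h RT. Signal: bead flow cytometry, FITC channel. Read-out basis: percent response.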
SR-BI DiI inh – mouse SR-BI HDL lipid transfer inhibition; inhibition, % at 12.5 µM; Q61009; ldlA[mSR-BI] CHO cells, DiI-HDL uptake fluorescence, 3 h; actives 0.96% (n = 320,000); AID 488896;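 active = mean replicate inhibition of at least 70% and a set share of replicates each scoring 70 or more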;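 also: 0% = median of neutral control wells and 100% = median of positive control wells; values of inactives mirror those of a sister screen read the other way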
Target sequence (Q61009 whole entry, looked up): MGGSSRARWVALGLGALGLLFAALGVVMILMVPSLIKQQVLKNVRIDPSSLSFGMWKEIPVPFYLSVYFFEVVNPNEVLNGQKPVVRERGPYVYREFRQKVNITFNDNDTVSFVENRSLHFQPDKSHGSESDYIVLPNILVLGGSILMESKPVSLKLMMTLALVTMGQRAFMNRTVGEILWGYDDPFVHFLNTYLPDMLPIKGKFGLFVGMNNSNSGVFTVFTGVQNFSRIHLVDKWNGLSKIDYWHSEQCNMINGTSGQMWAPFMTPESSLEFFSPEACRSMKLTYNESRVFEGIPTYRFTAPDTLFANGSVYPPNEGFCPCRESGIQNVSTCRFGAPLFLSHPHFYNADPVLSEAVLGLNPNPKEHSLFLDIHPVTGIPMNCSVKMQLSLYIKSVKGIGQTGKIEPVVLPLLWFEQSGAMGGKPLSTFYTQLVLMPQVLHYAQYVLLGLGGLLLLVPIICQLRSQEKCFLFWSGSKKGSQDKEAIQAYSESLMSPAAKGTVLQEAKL
The depositor's hits bear a star; . = not tested or not shown.

NSD2 HMT inh | SR-BI DiI-HDL act | PKA-R1A activ | Molecule | dFosB activator | DSG3 Ab inh | CDK5 inh | PKA-R2B activ | MITF TRPM1 HTS | SR-BI DiI inh | SUMO Mot1 rescue | Arrestin-AP2 inh
0 | 9 | -1 | COc1ccccc1N1CCN(c2cc(=O)n(-c3ccc(Br)cc3)c(=O)[nH]2)CC1 | 2 | 104 | -2.5 | -10 | 8 | -9 | -5 | 4
0 | -16 | -9 | O=C1c2ccccc2S(=O)(=O)N1Cc1nnc(-c2ccccc2Br)o1 | 2 | 103 | 0.1 | -1 | 27 | 16 | . | 8
-4 | 13 | -1 | O=C(OCC(=O)N1CCOCC1)c1cc(=O)[nH]c2ccccc12 | 1 | 108 | -0.6 | -2 | 6 | -13 | -17 | 40
0 | 13 | -5 | COC(=O)C1=C(O)C2(C(=O)O)CC(C(=O)OC)=C(O)C(C(=O)O)(C1)C2 | -1 | 116 | -1.7 | -3 | 1 | -13 | -27 | -9
-1 | 1 | -6 | CCCCOc1cccc(-c2nnc(NC(=O)CSc3ccc(C)cc3)s2)c1 | -1 | 90 | . | -10 | 7 | -1 | 9 | 15
. | -17 | -6 | CCc1cc(=O)oc2cc(C)cc(OCC(=O)NC(Cc3ccc(Cl)cc3)C(=O)O)c12 (centres undefined) | -6 | 98 | 0.3 | 4 | . | 17 | -2 | -9
0 | -45 | 2 | CC(=O)c1ccc(Nc2ccc(-c3ccccc3C)nn2)cc1 | 2 | 164 | -0.7 | 5 | 85* | 45 | 5 | -5
. | -30 | -3 | CC(C)(C)N1C(=O)Cc2c1nc(N)c1c(N)nc(N3CCCCC3CO)c(C#N)c21 (centres undefined) | -3 | 105 | 5.6 | 3 | 51 | 30 | -24 | -3
. | 7 | 6 | Cc1ccccc1-c1cc(C(=O)NCc2ccc3c(c2)OCO3)n(CC2CC(c3cccnc3)=NO2)n1 (centres undefined) | -1 | 100 | 1.5 | 2 | -7 | -7 | -19 | 5
6 | . | 3 | Cc1cccc(NC(=O)CN2CCC(C(=O)c3ccc4c(c3)OCCO4)CC2)c1 | 0 | 105 | -1.7 | -5 | 3 | . | -9 | 2

Some entries already given with just CDK5 inh and NSD2 HMT inh:
Compound	CDK5 inh	NSD2 HMT inh
CC(C)(C)N1C(=O)Cc2c1nc(N)c1c(N)nc(N3CCCCC3CO)c(C#N)c21 (centres undefined)	5.6	.
Cc1ccccc1-c1cc(C(=O)NCc2ccc3c(c2)OCO3)n(CC2CC(c3cccnc3)=NO2)n1 (centres undefined)	1.5	.

Carrying on.
NSD2 HMT inh | SR-BI DiI-HDL act | PKA-R1A activ | Molecule | dFosB activator | DSG3 Ab inh | CDK5 inh | PKA-R2B activ | MITF TRPM1 HTS | SR-BI DiI inh | SUMO Mot1 rescue | Arrestin-AP2 inh
-2 | 7 | -6 | O=C1CC2(CCN(C(=O)c3ccc(F)c(F)c3)CC2)Oc2ccccc21 | -3 | 102 | -2.6 | -7 | -8 | -7 | -10 | -3
. | -19 | -20 | Fc1ccc(CNC(=S)Nc2ccc(Cl)cc2)cc1 | -6 | 103 | 0.4 | -1 | 17 | 19 | 6 | 3
-8 | -11 | -6 | O=C(NC1CCCCC1)N1CCC(n2cnc3ccccc32)CC1 | 1 | 108 | 0.8 | -2 | . | 11 | -9 | 13
-1 | -89 | 3 | O=C(NNC(=O)c1cc(Cl)ccc1O)c1cccs1 | 11 | . | 0.5 | -6 | 19 | 89* | 19 | -1
0 | 9 | 9 | C/C(=C\C(=O)c1ccc(Br)cc1)N1CCCCC1 | -4 | 85 | -1.3 | -2 | 0 | -9 | 131 | 17
. | 6 | -16 | Cc1ccc(NC(=O)c2nc[nH]c2C(=O)NCCN(CCNC(=O)c2[nH]cnc2C(=O)Nc2ccc(C)cc2)CCNC(=O)c2[nH]cnc2C(=O)Nc2ccc(C)cc2)cc1 | 48* | 97 | 1.5 | 2 | -28 | -7 | -16 | 0
-6 | . | 0 | O=C(CN1CCN(S(=O)(=O)c2ccc(Cl)cc2)CC1)NC1CC1 | -4 | 108 | -1.3 | -8 | -2 | 8 | -12 | -5
. | 42 | -3 | CCOc1ccc2[nH]c(=O)c(CN(CC3COCCO3)C(=O)c3ccco3)cc2c1 (centres undefined) | 2 | 102 | -1.8 | -6 | 15 | -42 | -9 | 34
-2 | 12 | -4 | Cc1csc(NC(=O)[C@@H](NC(=O)c2ccccc2)C(C)C)n1 | -4 | 99 | -0.6 | -2 | -5 | -12 | -3 | 29
-2 | -2 | -7 | O=C(Oc1ccccc1)N1CCOCC1 | 3 | 117 | -0.6 | -18 | . | 2 | -3 | 3
-1 | -5 | -8 | CCN(CC(=O)Nc1ccc2c(c1)OCCO2)C(=O)c1ccccc1Br | -10 | 88 | -2.3 | -7 | 41 | 5 | -9 | 8
6 | 6 | -4 | O=C(CSc1ncn[nH]1)Nc1ccc(Cl)c(S(=O)(=O)N2CCOCC2)c1 | -3 | 109 | 1.7 | 4 | 2 | -6 | 8 | 29
-2 | 22 | 8 | CCc1ccc(OCC(=O)NC(=S)Nc2ccc(Br)c(C)n2)cc1 | 4 | 97 | 0.2 | 3 | -4 | -22 | -12 | 9
-2 | 3 | 2 | C=CCNC(=O)c1cc(C(=O)C(C)c2ncc(C(F)(F)F)cc2Cl)c[nH]1 (centres undefined) | 3 | 102 | 0.9 | 8 | -6 | -3 | -13 | 9
-1 | 0 | -4 | Cc1cccc(NC(=O)COC(=O)c2nn(C)c(=O)c3ccccc23)c1C | -3 | 92 | 3.2 | -3 | 5 | 0 | 10 | -4
-7 | 12 | -2 | COC(=O)c1cccc(NC(=O)CSc2nnc(C3CC3)n2C)c1 | 3 | . | 1.8 | 2 | 6 | -12 | 185 | -15
-1 | -2 | 1 | O=C(CNC(=O)C1CCCCC1)Nc1cc(Cl)cc(Cl)c1 | 6 | 107 | -0.8 | -3 | . | 2 | 11 | 32
-3 | 7 | -11 | Cc1ccc(-c2ccc(SCC(=O)NCC3CCCO3)nn2)cc1 (centres undefined) | -3 | . | 0.1 | -17 | -1 | -7 | -8 | 20
-1 | -14 | -6 | Nc1c([N+](=O)[O-])cnnc1-c1ccccc1 | 0 | 82 | -1.1 | -7 | -15 | 14 | 176 | 1
1 | -11 | 6 | c1cnn(-c2nc(N3CCOCC3)nc(N3CCOCC3)n2)c1 | 3 | . | -1.6 | -7 | . | 11 | 0 | -6
0 | -3 | 3 | COc1ccc(/C=N/NC(=O)C(=O)Nc2ccccn2)cc1OC | 4 | 102 | 0.2 | 1 | 3 | 3 | -2 | 0
-2 | . | 3 | O=C(NCCCO)/C(=C/c1ccco1)NC(=O)c1ccc(Br)o1 | -3 | 100 | 0.7 | 7 | -6 | . | 13 | 0
-3 | -15 | -1 | c1ccc(OCc2nc3c4c(ncn3n2)-c2ccccc2CC42CCCC2)cc1 | 0 | 112 | 0.5 | -5 | -12 | 15 | -3 | -7
0 | -42 | -6 | CON/C=C(\C=Nc1ccc(F)cc1)c1ncc(C(F)(F)F)cc1Cl | 2 | . | -1.3 | -8 | . | 42 | 1 | 0
0 | 21 | -10 | COc1cc2c(cc1C=O)OC(C)C2 (centres undefined) | -2 | 98 | 0.6 | 4 | -4 | -21 | 2 | 23
-1 | -9 | -5 | COc1ccnc2c1c(=O)n(Cc1c(F)cccc1Cl)c(=O)n2C | -9 | 102 | 0.3 | 8 | 27 | 9 | 1 | 7
-4 | 9 | -2 | COC(=O)c1cc(NC(=O)CN(C)C2CCS(=O)(=O)C2)cc(C(=O)OC)c1 (centres undefined) | -5 | 136 | 0.6 | -10 | 9 | -9 | -8 | 18
-2 | -4 | -8 | COc1ccc(/C=N/NC(=O)c2ccc3c(c2)OCCO3)cc1[N+](=O)[O-] | 9 | 93 | . | 1 | 11 | 4 | 14 | 1
0 | 9 | -1 | CC(NC(=O)c1ccc(NS(C)(=O)=O)cc1)c1ccccc1 (centres undefined) | -5 | 95 | 0.2 | -8 | -6 | -9 | -16 | 6
0 | -6 | -5 | Cc1ccc(C(C(=O)NCc2ccco2)N(C(=O)CNC(=O)c2cccs2)c2c(C)cc(C)cc2C)cc1 (centres undefined) | 10 | 99 | 1.3 | -1 | -29 | 6 | -4 | 20
0 | 28 | 8 | O=C(NCc1ccccn1)c1cnc2sccn2c1=O | -7 | 77 | -0.5 | -1 | -4 | -28 | 17 | -10
2 | 11 | 3 | COc1ccc(OC)c(NC(=O)CN2C(=O)C(C)N(c3ccc(C)cc3)C2=O)c1 (centres undefined) | -17 | 105 | -0.1 | -8 | 2 | -11 | 12 | 14
2 | -45 | -7 | COc1ccc(Nc2nc(N3CCN(S(C)(=O)=O)CC3)nc3ccccc23)c(OC)c1 | 3 | 108 | -1.2 | -5 | . | 45 | 2 | 11
0 | -4 | 9 | Cc1ccc(C(=O)Nc2ncc3c(Cl)cccc3n2)cc1 | -19 | . | 3.0 | 7 | -6 | 4 | 9 | -6
7 | 21 | 4 | Cc1oc(CC(C)C)cc1C(=O)NCCCC(=O)O | -1 | 98 | 2.1 | 5 | 3 | -21 | 111 | -5
. | -22 | -9 | O=C(CSc1nnc(NC(=O)C2CCC2)s1)Nc1ccc(N2CCOCC2)cc1 | -13 | . | -1.4 | -6 | . | 22 | 139 | -5
41 | 11 | 8 | CCC(C)(C)C1CCc2c(sc(NC(=O)c3ccccc3C(=O)O)c2C#N)C1 (centres undefined) | -2 | 112 | 2.7 | -2 | -8 | -11 | 200 | 43
-1 | 9 | 4 | CN(C)CCOC(=O)Cc1ccc(Cl)cc1 | 6 | 75 | -2.5 | 0 | -3 | -9 | 0 | -6
-2 | -2 | -2 | Nc1nnc(SCc2cc3c(cc2Cl)OCO3)s1 | 0 | 101 | 0.6 | 12 | . | 2 | 34 | 37
. | 11 | -4 | O=C(NCc1ccccc1)c1ccc(-c2ccccc2C(F)(F)F)o1 | -13 | 99 | -3.1 | -10 | 13 | -11 | 64 | -5
. | 12 | -10 | COc1ccc(C(=O)OCC(=O)NC(=O)NC2CCCC2)c(OC)c1 | -2 | 111 | -1.4 | 0 | -5 | -12 | 196 | -21
-2 | -2 | 1 | CS(=O)(=O)N1CCn2c1nc1ccccc12 | -6 | 105 | -5.0 | 10 | 0 | 2 | -5 | 8
